Compound activity as filed in PubChem.
Hsp70 inhibitors = Hsp70 inhibitors, probe displacement, primary screen, biochemical, fluorescence polarization (AID 583) | Hsp70 fluorescence polarization probe displacement, mP; higher % means a stronger effect | displacement, % at 20 µM; hits with a dose series show IC50 in µM | 140,000 compounds, 0.06% hits; in the data active means displacement above about 50%;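 further: plate controls were vehicle for no effect and reference ligand for full effect; a part of the inactive calls stands beside numbers as strong as those of hits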
Rat MKP-3 inhibitors = inhibition of rat DUSP6 enzyme activity – biochemical, in vitro, primary screen (AID 425); one-dose inhibition, % at 20 µM; IC50 in µM for titrated hits; recombinant MKP-3 phosphatase activity, fluorescence; higher % means a stronger effect; 110,000 compounds, 0.17% hits; in the data active means inhibition above about 50%;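 further: plate controls were vehicle for no effect and reference inhibitor for full effect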
The depositor's hits bear a star; / = not tested or not shown.

SMILES	Hsp70 inhibitors	Rat MKP-3 inhibitors
COc1ccc(C2CCCN2C(=O)Nc2cccc(C(C)=O)c2)cc1OC (stereo not given)	-4.8%	-11%
NC(=O)COc1ncn(-c2ccccc2)n1	-3.6%	/
COCCn1c(SCC(=O)Nc2ccc(Cl)cn2)nc2ccccc21	7.5%	/
C=CCn1c(Cc2csc(N)n2)nnc1SCc1ccc(C(=O)OC)cc1	-1.1%	-10%
Cc1c(NC(=O)c2coc(=O)c(Br)c2)c(=O)n(-c2ccccc2)n1C	11%	-5%
COc1ccc(NS(=O)(=O)c2cc(C)ccc2OC)cc1OC	-2.6%	-4%
NS(=O)(=O)c1ccc(NC(=O)/C(=C\c2cccs2)NC(=O)c2ccccc2)cc1	8.4%	-2%
CCN(CC)CCCNc1nc(-c2ccccc2)nc2ccccc12	-1.0%	/
CN=C(NS(=O)(=O)c1ccccc1)c1ccccc1	-3.0%	-1%
COc1ccc(-c2csc3nc(C)n(-n4cccc4)c(=O)c23)cc1	-1.0%	-14%
CN(C)S(=O)(=O)c1ccc(-c2cn3ccccc3n2)cc1	2.3%	/
O=C(NC1CCCC1)C1CCCN1C(=O)Nc1ccc(Cl)cc1 (stereo not given)	-3.9%	0%
COc1ccc(N2CCN(CCNC(=O)Nc3ccc(Cl)cc3)CC2)cc1	0.4%	/
COc1ccc(N2CCN(CCCn3c(=S)[nH]c4ncccc4c3=O)CC2)cc1	-2.3%	/
CCCCCOC(=O)C1[C@H]2C(=O)N(Cc3cccs3)C[C@]23C=C[C@H]1O3 (stereo not given in full)	5.2%	-9%
COc1ccc(N2C(=O)CN=C2Nc2nc(C)cc(C)n2)cc1	-1.1%	-1%
O=C(NCCc1ccc(Cl)cc1)c1ncn[nH]1	-0.7%	-9%
CC1=C(C(=O)Nc2ccccc2C)C(c2ccc(F)c(F)c2)C2=C(CC(C)(C)CC2=O)N1 (stereo not given)	2.3%	0%
O=S(=O)(Cc1ccccc1)N1CCN(c2cccc(Cl)c2)CC1	1.7%	1%
Cc1oc(C(=O)O)cc1COc1ccccc1Cl	1.4%	4%
COC(=O)C1=C(C)NC(=O)NC1c1ccc(-c2ccccc2)cc1 (stereo not given)	2.0%	-2%
CCN=C1SC(CC(=O)Nc2ccc(N3CCCCC3)cc2)C(=O)N1CC (stereo not given)	0.2%	4%
CCOC(=O)CC1C(=O)NCCN1C(=O)c1c(F)cccc1F (stereo not given)	-7.0%	/
C=CCOc1ccc(/C=C2/C(=O)NN(c3ccc(C(=O)OCC)cc3)C2=O)cc1OC	4.8%	4%
Cn1c(=O)c2c(nc(Br)n2CCCc2ccccc2)n(C)c1=O	9.6%	-4%

Another view of three compounds above:
CCCCCOC(=O)C1[C@H]2C(=O)N(Cc3cccs3)C[C@]23C=C[C@H]1O3 (stereo not given in full)
  Hsp70 inhibitors: 5.2% | Rat MKP-3 inhibitors: -9%
COc1ccc(N2C(=O)CN=C2Nc2nc(C)cc(C)n2)cc1
  Hsp70 inhibitors: -1.1% | Rat MKP-3 inhibitors: -1%
O=C(NCCc1ccc(Cl)cc1)c1ncn[nH]1
  Hsp70 inhibitors: -0.7% | Rat MKP-3 inhibitors: -9%

A different layout for part of the listing above:
| SMILES | Hsp70 inhibitors | Rat MKP-3 inhibitors |
| --- | --- | --- |
| COc1ccc(N2CCN(CCCn3c(=S)[nH]c4ncccc4c3=O)CC2)cc1 | -2.3% | / |
| CCCCCOC(=O)C1[C@H]2C(=O)N(Cc3cccs3)C[C@]23C=C[C@H]1O3 (stereo not given in full) | 5.2% | -9% |
| COc1ccc(N2C(=O)CN=C2Nc2nc(C)cc(C)n2)cc1 | -1.1% | -1% |
| O=C(NCCc1ccc(Cl)cc1)c1ncn[nH]1 | -0.7% | -9% |

Three entries already listed, ordered by the value under Rat MKP-3 inhibitors, rising.
SMILES,Hsp70 inhibitors,Rat MKP-3 inhibitors
O=C(NCCc1ccc(Cl)cc1)c1ncn[nH]1,-0.7%,-9%
COC(=O)C1=C(C)NC(=O)NC1c1ccc(-c2ccccc2)cc1 (stereo not given),2.0%,-2%
Cc1oc(C(=O)O)cc1COc1ccccc1Cl,1.4%,4%

(more compounds)
SMILES	Hsp70 inhibitors	Rat MKP-3 inhibitors
CN1CC=C2C(C#N)=C(N)C(C#N)(C#N)[C@H](c3cccs3)[C@H]2C1	23%	/
O=C(O)C1C2C=CC(C2)C1C(=O)NCc1ccoc1 (stereo not given)	3.4%	-2%
O=C(C1CC(=O)N(C2CCCC2)C1)N1CCC(Cc2ccccc2)CC1 (stereo not given)	3.6%	-4%
C=CCNC(=O)C1CC=CCC1C(=O)O (stereo not given)	/	4%
CCOC(=O)c1cc2c(=O)n3ccccc3nc2n(CCCOC)c1=NC(=O)c1cccnc1	0.0%	8%
Cn1c(CSc2nc3ccccc3s2)nnc1SCC(=O)NCc1cccnc1	-3.9%	/
COC(=O)c1ccc(N2C(=O)CC(NCc3ccc(Cl)c(Cl)c3)C2=O)cc1 (stereo not given)	-3.6%	2%
CCOC(=O)c1c(C)[nH]c2ccc(O)cc12	-0.1%	-2%
O=C1C(=O)N(c2cccc(Br)c2)C(c2ccccc2[N+](=O)[O-])/C1=C(/O)c1ccccc1 (stereo not given)	-1.6%	5%
CCN(CC)c1ccc(NC(=O)c2ccc(NC(=O)C3CCCO3)cc2)c(C)c1 (stereo not given)	1.9%	-5%
O=C1NC(=O)N(c2ccccc2)C(=O)/C1=C\C=C\c1cccc([N+](=O)[O-])c1	-2.2%	-2%
Cc1ccc(OCC(=O)Nc2ccc(-c3nnc(-c4ccco4)o3)cc2)cc1	14%	16%
Fc1ccc(-c2nnc3ccc(N4CCc5ccccc5C4)nn23)cc1	-0.2%	1%
O=C(Nc1ccccc1N1CCOCC1)c1ccc2ccccc2n1	3.1%	-3%
O=C(c1ccco1)N1CCN(S(=O)(=O)c2cccs2)CC1	-1.9%	7%
CC(C)NS(=O)(=O)c1ccc(NC(=O)CCc2ccccc2)cc1	1.1%	/
COc1ccc(C)cc1S(=O)(=O)N(C)CC(=O)N1CCN(C)CC1	0.3%	/
CCOc1ccc2nc(NCCCNS(=O)(=O)c3ccc(F)cc3)c(C#N)cc2c1	-0.3%	/
CCc1cc2c(SCC(=O)c3cccs3)ncnc2s1	4.9%	-11%
Cc1ccc(C(c2nnnn2C(C)(C)C)N2CCc3ccccc3C2)cc1 (stereo not given)	3.9%	-4%
COc1ccc(-c2cc(C(F)(F)F)nc(SCC(=O)N3CC(C)OC(C)C3)n2)cc1OC (stereo not given)	7.1%	-12%
CCOc1ccc(-n2nc(C(=O)N3CCOCC3)c3ccccc3c2=O)cc1	14%	5%
CCOC(=O)C1=C(C)NC(=O)C1(NC(=O)c1cccnc1)C(F)(F)F (stereo not given)	0.2%	-6%
O=[N+]([O-])c1ccccc1S(=O)(=O)Nc1ccc(S(=O)(=O)N2CCCCC2)cc1	4.0%	3%
CN(C)c1ccc(C2C=C(Nc3ccccc3)C(=O)N2c2ccccc2)cc1 (stereo not given)	-2.7%	4%

Continued:
SMILES	Hsp70 inhibitors	Rat MKP-3 inhibitors
Cc1cc([N+](=O)[O-])ccc1-c1ccc(/C=C2\SC(=O)N(c3cccc(Cl)c3)C2=O)o1	-8.2%	0%
Cn1c(N)c(C(=O)COC(=O)CCC(=O)c2cccs2)c(=O)n(C)c1=O	-1.1%	4%
Clc1cccc(-c2nn3c(-c4cccc(Cl)c4)nnc3s2)c1	-0.1%	5%
COc1cccc(NC(=O)c2sc3ccccc3c2Cl)c1	0.2%	4%
COc1ccc(-c2csc(-c3nc(-c4ccc(OC)c(OC)c4)cs3)n2)cc1OC	-3.7%	-3%
COCc1nc2ccccc2n1Cc1ccccc1	-3.9%	-6%
O=C(COC(=O)c1ccccc1Oc1ccccc1)NCc1ccco1	0.4%	-1%
CCSc1ccc(NC(=O)c2cccnc2)cc1	-2.1%	/
CCOc1ccccc1Oc1c(C)oc2c(CN3CCN(CCO)CC3)c(O)ccc2c1=O	2.7%	-9%
COc1ccc(Cl)cc1C(=O)N1CCN(c2ccc([N+](=O)[O-])cc2)CC1	-0.5%	1%
CC1CCN(C(=O)C2CCCN(S(C)(=O)=O)C2)CC1 (stereo not given)	4.0%	1%
O=C(N/C(=C/c1ccc([N+](=O)[O-])cc1)c1nc2ccccc2[nH]1)c1ccccc1	2.3%	0%
Cc1cc(C(=O)Nc2sc3c(c2C#N)CCCCC3)cs1	-2.1%	-1%
COc1ccc(C2N(c3cccc(Cl)c3)C(=O)C3CCCN32)cc1 (stereo not given)	-1.2%	5%
C=CCOC(=O)C1=C(C)NC(SCC(=O)Nc2nccs2)=C(C#N)C1c1ccc(Cl)cc1 (stereo not given)	1.0%	/
Cc1ccc(C)c(NS(=O)(=O)c2ccc(OCC(=O)N3CCOCC3)cc2)c1	0.6%	-4%
CCN(CC)CCN1C(=O)C(O)=C(C(=O)/C=C/c2ccccc2)C1c1ccccc1 (stereo not given)	-0.2%	2%
COc1ccc(-c2nn(-c3ccccc3)cc2/C=C/C(=O)O)cc1	-6.0%	1%
CC(C)CN(CC(C)C)C(=O)CC(=O)NC(=O)c1ccc(Cl)cc1	-5.7%	/
Cc1cc(C)nc(-n2nc(C)cc2NC(=O)c2ccc(Br)o2)n1	3.5%	12%
Cc1cc(-c2csc(N)n2)c(C)n1CCc1ccccc1	-0.9%	4%
COc1ccc(C2CC(c3ccc(Cl)cc3Cl)n3nc(N)nc3N2)cc1 (stereo not given)	-2.5%	-2%
O=C(Cc1ccc(Br)cc1)NC(c1ccccc1)c1ccccc1	1.4%	3%
CCOC(=O)C1=C(c2ccccc2)O/C(=C(/C(=O)OC)C(F)(F)F)S1	4.8%	/
CC(C)c1nc2ccc(C(=O)O)cc2[nH]1	-2.5%	/

Next entries follow:
SMILES	Hsp70 inhibitors	Rat MKP-3 inhibitors
O=C(NCCCN=C1NS(=O)(=O)c2ccccc21)c1ccc(S(=O)(=O)N2CCOCC2)cc1	-1.0%	/
COc1cc(Nc2cc(C)nc3nc(C)nn23)cc(OC)c1OC	-1.2%	-1%
O=C(c1ccccc1F)N1CCN(c2ccc([N+](=O)[O-])c3cccnc23)CC1	0.2%	2%
CCOc1ccccc1NC(=O)CSc1nnc(C)s1	1.0%	-1%
Cn1c(SCC(=O)c2ccc3c(c2)OCO3)nnc1-c1ccccn1	3.5%	7%
CC(C)n1nnnc1SCC(=O)Nc1ccccc1N1CCOCC1	/	2%
Cc1ccc2c(c1)NC(=O)C(CC(=O)NCCN(C)C)O2 (stereo not given)	10%	-9%
O=[N+]([O-])c1cc(Cl)c(-c2ccco2)c(Cl)c1	-0.9%	4%
Nc1cc(C(F)(F)F)ccc1C(=O)O	3.4%	-5%
CCC1(c2ccc(F)cc2)NC(=O)N(CC(=O)N2CCOCC2)C1=O (stereo not given)	2.2%	-2%
CC1=[N+](CCO)c2ccccc2C1(C)C	4.6%	-1%
COC(=O)c1c(NC(=O)c2c(-c3ccccc3Cl)noc2C)sc2c1CCC2	-8.9%	/
N#Cc1c(/N=C/N2CCCCC2)sc2c1CCCC2	1.1%	-2%
N=C(N)N1CCc2ccccc2C1	5.2%	/
CN(CCCn1c(=S)[nH]c2ncccc2c1=O)Cc1ccccc1	-3.9%	-8%
Cc1nc(=S)c2ccccc2[nH]1	-24%	/
CCOC(=O)c1c(NC(=O)c2cccs2)sc(CC)c1-c1cccs1	2.7%	/
Cn1c(SC2=CS(=O)(=O)c3ccccc32)nc2ccccc21	-3.7%	7%
O=C(c1ccc(COc2ccccc2Cl)o1)N1CCN(c2ccccc2)CC1	3.1%	7%
CCc1nnc(NC(=O)CSc2nc(-c3ccc(OC)cc3)ns2)s1	2.0%	-5%
O=C(CCSc1ccccc1)Nc1nc2c(s1)CCCC2	-0.8%	/
Nc1nc(OCC(F)(F)C(F)F)cc(-c2ccccc2)n1	-3.7%	-1%
O=C(Nc1nccs1)C1CCCN(S(=O)(=O)c2cccc3cccnc23)C1 (stereo not given)	2.6%	0%
CCOc1cc(C2C3=C(CC(C)(C)CC3=O)NC3=C2C(=O)CC(C)(C)C3)cc(Br)c1OC	-3.3%	0%
OCCN1CCN(CC#CCn2c3ccccc3c3ccccc32)CC1	0.4%	-7%

The results go on:
SMILES	Hsp70 inhibitors	Rat MKP-3 inhibitors
COc1cc(-c2nnc(-c3ccc(N4CCOCC4)cc3)o2)cc(OC)c1OC	-4.4%	-14%
CCOC(=O)c1sc2cccc(F)c2c1N	4.5%	-2%
Cc1ccc(Cl)cc1N(Cc1ccc(C(=O)N(C(C)C)C(C)C)cc1)S(=O)(=O)c1ccccc1	4.6%	6%
Clc1ccccc1-c1nnc(-c2ccc(-c3ccccc3)cc2)o1	0.2%	-2%
C/C(CC(=O)Nc1ccccc1C(N)=O)=N\NC(=O)c1ccoc1C	-0.6%	1%
CCOc1ccccc1NC(=O)C(=O)NCc1ccc(F)cc1	-2.4%	0%
O=C1C2CCCN2C(c2ccc(F)c(F)c2)N1c1cccc(Cl)c1 (stereo not given)	-4.5%	-5%
CCOc1cccc2c1NC(C)(C)C1=C2C2(SC(C(=O)OC)=C(C(=O)OC)S2)C(C(=O)OC)=C(C(=O)OC)S1	3.7%	0%
Cc1nn(CCCC(=O)N2CCc3ccccc3C2)c(=O)c2cc3sccc3n12	-0.1%	-5%
CCOC(=O)CCCCC(=O)c1[nH]c(=O)[nH]c1Cn1cnc2ccccc21	0.0%	-8%
COc1ccc(/C=C2/SC(N)=NC2=O)c(OC)c1	-0.4%	-4%
Cn1c(=O)[nH]c(=O)c2c1nc(NCCCO)n2CCCc1ccccc1	4.5%	-12%
Cc1nc2c(c(=O)n1CC1CCCO1)c1nc3ccccc3nc1n2CCC(C)C (stereo not given)	3.2%	-9%
Cc1ccc(S(=O)(=O)c2ccccc2)cc1S(=O)(=O)N1CCOCC1	0.3%	/
Cc1ccc(-n2nc3cc(C)c(NC(=O)c4ccc5c(c4)OCCO5)cc3n2)cc1	-2.8%	2%
CC(=O)NCCOc1cccc(OCCNC(C)=O)c1	1.7%	-8%
CC(C)(C)c1cc(=O)n2c(nc3ccccc32)[nH]1	-1.0%	/

Not all compounds are listed; count on the stated rates, not on these rows.
